# Assay outcomes: PubChem BioAssay, Sanford-Burnham Center for Chemical Genomics
# mIAP block: mouse IAP inhibition; AID 2806; inhibition, % at 10 µM; 0.2% of 330,000 active; purified mouse IAP, CDP-Star luminescence, 30 min;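 active means inhibition of at least 40% at 10 µM in the primary screen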;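 further: plate controls were DMSO with enzyme for no effect and no enzyme wells for full effect; values of inactives mirror those of a sister screen read the other way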
# hIAP block: blocks human intestinal alkaline phosphatase; AID 2544; P09923; 0.12% of 330,000 active; inhibition, % at 10 µM; purified IAP, CDP-Star luminescence, 30 min;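 active means inhibition reaching a set limit with compound at 10 µM in the primary screen, cut at about 35% in these data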;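 further: plate controls were DMSO wells with enzyme for no effect and no-enzyme buffer wells for full effect; values of inactives mirror those of a sister screen read the other way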
# Target sequence (P09923 whole entry, looked up): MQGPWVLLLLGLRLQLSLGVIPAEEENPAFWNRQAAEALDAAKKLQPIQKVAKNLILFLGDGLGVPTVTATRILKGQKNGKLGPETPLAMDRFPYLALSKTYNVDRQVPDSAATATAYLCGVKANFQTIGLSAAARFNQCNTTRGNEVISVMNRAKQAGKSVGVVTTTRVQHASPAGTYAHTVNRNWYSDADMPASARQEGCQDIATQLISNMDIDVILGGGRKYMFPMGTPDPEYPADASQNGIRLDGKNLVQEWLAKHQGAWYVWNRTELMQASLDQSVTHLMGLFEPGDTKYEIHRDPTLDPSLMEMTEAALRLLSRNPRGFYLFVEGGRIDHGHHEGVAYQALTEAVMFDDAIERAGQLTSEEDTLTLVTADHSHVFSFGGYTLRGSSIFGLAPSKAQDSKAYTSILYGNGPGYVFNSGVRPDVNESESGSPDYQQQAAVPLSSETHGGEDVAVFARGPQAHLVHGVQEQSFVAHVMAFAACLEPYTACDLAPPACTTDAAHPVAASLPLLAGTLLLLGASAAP
# MIN6 prolif: induces beta-cell replication in MIN6 cells; MIN6 cells proliferation, ATPlite luminescence, 48 h; cells starved in 0.2% serum; 100% = growth in 10% serum; proliferation, % at 10 µM; 0.29% of 330,000 active; AID 2380;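 active means compounds whose signal lies at least 3.5 SD above the mean of all wells on their plate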;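 further: 0% = DMSO-treated cells in low-serum medium and 100% = 10% serum control; some compounds called inactive have numbers as strong as hits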
# NR3A LBD binder: NR3A (human) ligand-binding domain modulation. NR3A LBD differential scanning fluorimetry, Tm shift; 0% = protein alone, 100% = glycine-bound protein. Tm shift relative to glycine control, % at 25 µM. 2.5% of 340,000 active;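 active means melting temperature shift of at least 10% of the positive control shift, at one fixed dose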
# A3A deaminase: blocks human APOBEC3A ssDNA deamination; P31941; 0.41% of 330,000 active; AID 493011; inhibition, % at 20 µM; recombinant A3A, FAM/TAMRA ssDNA deamination fluorescence;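 active means at least 40% inhibition at 20 µM here, with at most 30% in a related deaminase screen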;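 further: plate controls were A3A with DMSO for no effect and wells lacking A3A enzyme for full effect; some results filed as inactive read as strong as hits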
# Target sequence (P31941 whole entry, looked up): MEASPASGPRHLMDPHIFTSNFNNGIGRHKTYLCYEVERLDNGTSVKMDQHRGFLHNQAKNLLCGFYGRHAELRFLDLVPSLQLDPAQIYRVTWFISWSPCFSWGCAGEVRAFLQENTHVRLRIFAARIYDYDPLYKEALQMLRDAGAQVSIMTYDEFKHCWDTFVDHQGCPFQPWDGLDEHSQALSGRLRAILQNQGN
# MPTP block: blocks calcium-induced mitochondrial swelling; isolated mouse mitochondria, Ca2+ swelling absorbance, 30 min; inhibition, % at 10 µM; 1.4% of 360,000 active; AID 602449;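 active means inhibition of 50% or more, scaled per plate between neutral and stimulator controls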;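 further: 0% = DMSO wells given calcium and 100% = 1 mM EGTA wells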
# APOBEC3G inh: blocks human APOBEC3G single-stranded DNA deamination; Q9HC16; recombinant A3G, ssDNA deamination FAM/TAMRA fluorescence; inhibition, % at 20 µM; 0.28% of 330,000 active; AID 493012;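 active means inhibition of at least 40% at 20 µM, with no more than 30% in the related APOBEC3A deaminase screen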;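 further: plate controls were DMSO wells with A3G for no effect and wells lacking A3G enzyme for full effect; some compounds called inactive have numbers as strong as hits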
# Target sequence (Q9HC16 whole entry, looked up): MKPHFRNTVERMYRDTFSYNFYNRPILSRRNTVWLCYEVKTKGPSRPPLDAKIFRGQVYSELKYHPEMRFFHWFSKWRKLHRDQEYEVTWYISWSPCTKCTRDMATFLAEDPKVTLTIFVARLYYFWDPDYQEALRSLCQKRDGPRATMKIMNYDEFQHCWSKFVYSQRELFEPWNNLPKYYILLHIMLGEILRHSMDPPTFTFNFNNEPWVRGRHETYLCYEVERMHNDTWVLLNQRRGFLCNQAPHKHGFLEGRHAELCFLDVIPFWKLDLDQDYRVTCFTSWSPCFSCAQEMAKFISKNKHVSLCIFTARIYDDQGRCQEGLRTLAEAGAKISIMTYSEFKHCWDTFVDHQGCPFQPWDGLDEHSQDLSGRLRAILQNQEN
# mIAP activ: increases mouse intestinal alkaline phosphatase activity | muIAP, CDP-Star luminescence, 30 min; active compounds read high; 1 = vehicle-only enzyme signal, 0 = enzyme-free wells | activation factor at 10 µM | 0.24% of 330,000 active | AID 2805;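 active means activation factor of at least 2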; further: the source names both 10 and 20 µM as test concentration; values of inactives mirror those of a sister screen read the other way
#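 also added = chemiluminescent substrate CDP-Star | test system = mouse IAP enzyme | signal = chemiluminescence readout | compound = DMSO-dissolved test compounds | incubation = 30 min at room temperature | benchmarks = DMSO wells, no-enzyme wells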
# hIAP activ: increases human intestinal alkaline phosphatase activity; activation factor at 10 µM; 0.16% of 330,000 active; AID 2524; purified human IAP, CDP-Star luminescence, 30 min; active compounds read high; 1 = vehicle-only enzyme, 0 = enzyme-free background;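 active means activation factor of the enzyme at least 2-fold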; further: the source names both 10 and 20 µM as test concentration; values of inactives mirror those of a sister screen read the other way
# Numbers without * were called inactive.
entry	SMILES	mIAP block	hIAP block	MIN6 prolif	NR3A LBD binder	A3A deaminase
1	Cc1nnc(NC(=O)CSc2nc3ccccc3o2)s1	4	-7	-1	1	0
2	O=C(Cc1ccccc1[N+](=O)[O-])NNC(=O)Nc1ccc2c(c1)OCO2	6	-10	-2	-1	3
3	COc1ccc(NC(=S)Nc2ccccc2Cl)cn1	22	4	-2	-1	6
4	CC1CCCC(C)N1C(=O)CSc1nnnn1-c1cccc2c1CCCC2 (stereo not given)	5	-10	-1	-1	3
5	CCS(=O)(=O)c1nc(S(=O)(=O)c2ccc(Cl)cc2)c(NCCOC)s1	-2	0	0	-2	0
6	CCOC(=O)c1nc(NCc2ccccc2)c2ccccc2n1	8	7	0	-2	-1
7	COc1cc(C(=O)NCc2nnc(SCC(=O)NCc3ccco3)o2)cc(OC)c1OC	2	-4	-1	0	-1
8	Cc1ccc(NC(=O)c2cccc(S(=O)(=O)N(C)C3CCCCC3)c2)nc1	8	12	-1	0	1

entry	MPTP block	APOBEC3G inh	mIAP activ	hIAP activ
1	-0.1	-3	0.96	1.1
2	-1.3	1	0.94	1.1
3	-3.8	-3	0.78	0.96
4	-2.0	-2	0.95	1.1
5	1.1	-6	1	1
6	0.2	-6	0.93	0.93
7	-0.6	-1	0.98	1
8	0.2	-6	0.92	0.88

# The list goes on; the last three above are carried over.
entry	SMILES	mIAP block	hIAP block	MIN6 prolif	NR3A LBD binder	A3A deaminase
6	CCOC(=O)c1nc(NCc2ccccc2)c2ccccc2n1	8	7	0	-2	-1
7	COc1cc(C(=O)NCc2nnc(SCC(=O)NCc3ccco3)o2)cc(OC)c1OC	2	-4	-1	0	-1
8	Cc1ccc(NC(=O)c2cccc(S(=O)(=O)N(C)C3CCCCC3)c2)nc1	8	12	-1	0	1
9	CC(=O)c1sc(NC(=O)c2cccc(N3C(=O)CCC3=O)c2)nc1-c1ccccc1	1	2	-4	-1	-2
10	Brc1ccc(C2NCCS2)cc1 (stereo not given)	1	2	3	-1	1
11	O=C(NC(=S)N1CCN(c2ccc([N+](=O)[O-])cc2Cl)CC1)c1ccco1	0	15	0	-13	0
12	O=C1CCC(C(=O)OCc2cc(Cl)ccc2OC(F)F)N1 (stereo not given)	1	-7	1	-1	1
13	CCOC(=O)C1CCCN(Cc2cccs2)C1 (stereo not given)	-22	-1	-3	3	4
14	Cc1ccccc1CSc1nnc(NC(=O)Cc2cccs2)s1	-6	-15	0	-6	3
15	CCC(=O)N1CCN(c2ccc(NC(=O)c3ccccc3)cc2)CC1	4	0	2	2	-4
16	CCOC(=O)N1CCc2c(sc3nc[nH]c(=O)c23)C1	-15	-9	0	-1	-5

entry	MPTP block	APOBEC3G inh	mIAP activ	hIAP activ
6	0.2	-6	0.93	0.93
7	-0.6	-1	0.98	1
8	0.2	-6	0.92	0.88
9	-1.4	-11	0.99	0.97
10	8.1	-2	0.99	0.98
11	4.0	-4	0.99	0.85
12	-0.2	1	0.99	1.1
13	-1.0	5	1.2	1
14	1.3	-4	1.1	1.1
15	0.6	-8	0.95	1
16	1.6	-5	1.1	1.1

# Reformatted: entries from further up
11	O=C(NC(=S)N1CCN(c2ccc([N+](=O)[O-])cc2Cl)CC1)c1ccco1
12	O=C1CCC(C(=O)OCc2cc(Cl)ccc2OC(F)F)N1 (stereo not given)

Screen / compound no. | 11 | 12
mIAP block | 0 | 1
hIAP block | 15 | -7
MIN6 prolif | 0 | 1
NR3A LBD binder | -13 | -1
A3A deaminase | 0 | 1
MPTP block | 4.0 | -0.2
APOBEC3G inh | -4 | 1
mIAP activ | 0.99 | 0.99
hIAP activ | 0.85 | 1.1

# The list continues.
entry	SMILES	mIAP block	hIAP block	MIN6 prolif	NR3A LBD binder	A3A deaminase
17	COc1cccc(C(=O)NCCSc2ccc(Br)cc2)c1	-14	-6	-4	-5	3
18	CC(=O)Nc1cccc(NC(=O)Nc2cccc(Cl)c2C)c1	-10	13	-2	-4	-2
19	COc1cccc(NC(=O)CSc2ccc(-c3sc(C)nc3C)nn2)c1	3	10	7	-2	1
20	O=C(O)CCn1nnc2ccccc21	1	-3	-1	-1	1
21	Cc1cc(=O)[nH]n(CCO)c1=O	-2	-8	1	1	-4
22	O=C1c2ccccc2C(Nc2ccc3nc(-c4cccnc4)[nH]c3c2)N1Cc1ccco1 (stereo not given)	3	12	1	4	-6
23	Cc1ccccc1N1C(=O)CC(c2c[nH]c3ccccc23)C1=O (stereo not given)	4	8	0	-12	-2
24	Cc1cc(C)c(S(=O)(=O)NCc2ccc3c(c2)cc(C)n3C)c(C)c1	14	0	-7	-3	-3

entry	MPTP block	APOBEC3G inh	mIAP activ	hIAP activ
17	0.2	2	1.1	1.1
18	2.2	-4	1.1	0.87
19	0.3	-5	0.97	0.9
20	0.7	-6	0.99	1
21	0.5	-12	1	1.1
22	-1.9	-7	0.97	0.88
23	-0.5	-12	0.96	0.92
24	2.2	-3	0.86	1

# The list goes on:
entry	SMILES	mIAP block	hIAP block	MIN6 prolif	NR3A LBD binder	A3A deaminase
25	COc1ccc(CNC(=O)C2(CC3CC(c4ccccc4)=NO3)CCN(C(=O)CCCCCBr)CC2)cc1 (stereo not given)	-4	0	-2	1	3
26	CCOc1ccc(C(=O)NC2CCN(C(=S)Nc3ccccc3C)CC2)cc1	1	-10	-4	-1	-4
27	Cc1cc(-c2nc3ncccc3o2)ccc1NC(=O)CC(C)C	-6	-11	-2	-1	-2
28	CC(C)(C)c1ccc2c(c1)C(=O)c1ccccc1C2=O	9	-10	-5	24*	0
29	Cc1c(Cl)cccc1NC(=O)CC1SC(=NCC2CCCO2)NC1=O (stereo not given)	6	13	0	-1	0
30	C[n+]1cn(Cc2cc(Cl)ccc2OC(F)F)c2ccccc21	2	1	0	0	3
31	CC(=O)Nc1cccc(NC(=O)CSc2nc(=O)n3cccc(C)c3n2)c1	6	-2	2	0	-1
32	COc1ccc(C(CC(=O)O)NC(=O)COc2cc(C)ccc2C)cc1OC (stereo not given)	-3	-7	-2	0	-4

entry	MPTP block	APOBEC3G inh	mIAP activ	hIAP activ
25	-0.6	5	1	1
26	-1.1	-7	0.99	1.1
27	-1.6	-11	1.1	1.1
28	4.6	-3	0.91	1.1
29	0.5	-3	0.94	0.87
30	-1.1	-6	0.98	0.99
31	0.4	-8	0.94	1
32	-1.4	10	1	1.1

# (listing goes on)
entry	SMILES	mIAP block	hIAP block	MIN6 prolif	NR3A LBD binder	A3A deaminase
33	O=C(Oc1ccc(C(=S)N2CCOCC2)cc1)c1cccc([N+](=O)[O-])c1	-5	-3	0	3	-9
34	O=S(=O)(Nc1nc2ccccc2nc1NCc1ccco1)c1cccs1	5	-2	1	-3	2
35	Cc1c(-c2ccccc2)sc(Br)c1C(=O)N1CCOCC1	1	-6	-1	-1	-2
36	CCC(c1nnnn1CCOC)N(Cc1cc2c(C)cc(C)cc2[nH]c1=O)CC1CCCO1 (stereo not given)	-6	7	-1	0	3
37	O=C(c1c(F)cccc1F)N1CCCC1	-5	8	1	-4	1
38	Cc1ccc(Nc2nc3ccccc3n3cnnc23)cc1C	3	-7	-1	-1	-6
39	COc1cccc(/C=N/NC(=O)CN(C2=NS(=O)(=O)c3ccccc32)c2ccccc2)c1	1	-2	3	0	5
40	CC(OC(=O)c1ccc2c(c1)NC(=O)CS2)C(=O)c1ccc(F)cc1 (stereo not given)	15	-8	-1	-6	-1

entry	MPTP block	APOBEC3G inh	mIAP activ	hIAP activ
33	0.4	-4	1.1	1
34	0.9	-1	0.95	1
35	-0.1	-2	0.99	1.1
36	-1.6	-3	1.1	0.93
37	-0.8	-2	1.1	0.92
38	1.6	-6	0.97	1.1
39	0.9	4	0.99	1
40	0.5	-3	0.85	1.1

# Next records follow:
entry	SMILES	mIAP block	hIAP block	MIN6 prolif	NR3A LBD binder	A3A deaminase
41	O=C(Nc1ccccc1)N(C1=NCCC1)c1ccc(OC(F)F)cc1	3	-15	-5	-3	-19
42	CCN(C(=O)CSc1nnc(Nc2ccccc2)s1)C1CCS(=O)(=O)C1 (stereo not given)	12	-3	-3	1	0
43	O=C(Nc1ccc2oc(-c3ccccc3)nc2c1)c1cc(-n2cnnc2)ccc1Cl	2	12	-3	-2	0
44	COC(=O)C1=NN[C@H](C(=O)OC(C)(C)C)[C@H]1c1ccccc1	2	2	0	-1	-1
45	COc1ccc(N2CC(C(=O)NCCc3ccc(Cl)cc3)CC2=O)cc1 (stereo not given)	2	-2	0	3	6
46	N/C(Cc1ccc([N+](=O)[O-])cc1)=N\OC(=O)Cc1ccccc1	5	2	0	0	-5
47	CC1=CC(=O)[C@H]2C(C)(C)CCC[C@]2(C)[C@@]1(O)CO	10	3	1	-2	-3
48	Cc1cc(C)c2nc(-c3cccc(Cl)c3)c(C)c(C(=O)N3CCOCC3)c2c1	-5	15	-5	-1	6

entry	MPTP block	APOBEC3G inh	mIAP activ	hIAP activ
41	-0.5	-5	0.97	1.2
42	-1.5	-2	0.88	1
43	1.2	-6	0.98	0.88
44	1.0	-6	0.98	0.98
45	-0.7	-3	0.98	1
46	0.9	-8	0.95	0.98
47	0.6	-9	0.9	0.97
48	0.0	4	1.1	0.85

# Next part
entry	SMILES	mIAP block	hIAP block	MIN6 prolif	NR3A LBD binder	A3A deaminase
49	CCC(C)c1nc2c(c(N3CCC3=O)c1-c1ccccc1)CCCC2 (stereo not given)	0	-1	-3	0	0
50	Cc1ccc(NC(=O)NCc2nc3ccccc3n2C)cc1	-1	5	-1	1	4
51	NC(=S)N/N=C/c1coc2ccc(O)cc2c1=O	23	-17	1	0	-3
52	Nc1ccc(O)c2c(=O)cc(-c3ccccc3Cl)oc12	5	9	4	0	-2
53	Cc1ccc2oc(-c3cccc(NC(=O)c4ccc(Br)o4)c3)nc2c1	1	0	-5	1	2
54	CC(C)(O)C#Cc1ccc(CN2CCCC(CNC(=O)c3ccco3)C2)cc1 (stereo not given)	-4	-10	-1	2	-2
55	FC(F)(F)c1cc(N2CCOCC2)nc(-c2ccccc2)n1	7	4	1	-3	-2
56	Clc1ss/c(=N\c2ccccn2)c1Cl	-1	2	-1	-26	-2

entry	MPTP block	APOBEC3G inh	mIAP activ	hIAP activ
49	1.0	-1	1	1
50	-1.8	-11	1	0.95
51	3.0	-10	0.77	1.2
52	1.3	-8	0.95	0.91
53	0.1	1	0.99	1
54	0.4	-2	1	1.1
55	-0.1	-4	0.93	0.96
56	-3.2	2	1	0.98

# Going on with the list:
entry	SMILES	mIAP block	hIAP block	MIN6 prolif	NR3A LBD binder	A3A deaminase
57	CC(=O)c1cccc(OCc2cc(C(=O)N(C)CCc3cnn(C)c3)no2)c1	8	9	-4	2	-5
58	COc1ccccc1CNC(=O)c1cnccn1	10	20	0	0	6
59	O=C(O)CC(C(=O)N(c1ccccc1)c1ccccc1)N1CCOCC1 (stereo not given)	-3	14	-2	0	-2
60	CCC(C(=O)N1CCOCC1)n1nc(C)n2c(cc3cc(C)ccc32)c1=O (stereo not given)	-8	-27	2	11*	-3
61	Cc1nc(C(=O)NNC(=O)c2c(-c3c(Cl)cccc3Cl)noc2C)cs1	12	-33	-4	1	0
62	O=C(Nc1ccc(Cc2ccc(NC(=O)C3CC3)c(O)c2)cc1O)C1CC1	-5	-22	-1	-6	2
63	Brc1cccc(/C=N\n2cnnc2)c1	-6	4	0	-4	-6
64	COc1ccc(C(=O)NCCNC(=O)c2ccc(OC)cc2)cc1	-11	19	-1	-6	-3

entry	MPTP block	APOBEC3G inh	mIAP activ	hIAP activ
57	-0.1	-9	0.92	0.91
58	0.0	0	0.9	0.8
59	0.0	-3	1	0.86
60	-0.9	-5	1.1	1.3
61	3.6	1	0.88	1.3
62	0.0	0	1	1.2
63	-0.5	-9	1.1	0.96
64	2.5	-6	1.1	0.81

# The order is random; any-hit rate near 5%.
